DNMT1 inh – human DNMT1 methyltransferase inhibitors, primary screen, biochemical, molecular beacon, fluorescence, HinP1I cleavage, uHTS. inhibition (reported as % activation of signal), % at 10 µM. 360,000 tested, 0.83% active; in the data active = inhibition above about 50%
Target sequence (P26358 504-1616 limits assumed): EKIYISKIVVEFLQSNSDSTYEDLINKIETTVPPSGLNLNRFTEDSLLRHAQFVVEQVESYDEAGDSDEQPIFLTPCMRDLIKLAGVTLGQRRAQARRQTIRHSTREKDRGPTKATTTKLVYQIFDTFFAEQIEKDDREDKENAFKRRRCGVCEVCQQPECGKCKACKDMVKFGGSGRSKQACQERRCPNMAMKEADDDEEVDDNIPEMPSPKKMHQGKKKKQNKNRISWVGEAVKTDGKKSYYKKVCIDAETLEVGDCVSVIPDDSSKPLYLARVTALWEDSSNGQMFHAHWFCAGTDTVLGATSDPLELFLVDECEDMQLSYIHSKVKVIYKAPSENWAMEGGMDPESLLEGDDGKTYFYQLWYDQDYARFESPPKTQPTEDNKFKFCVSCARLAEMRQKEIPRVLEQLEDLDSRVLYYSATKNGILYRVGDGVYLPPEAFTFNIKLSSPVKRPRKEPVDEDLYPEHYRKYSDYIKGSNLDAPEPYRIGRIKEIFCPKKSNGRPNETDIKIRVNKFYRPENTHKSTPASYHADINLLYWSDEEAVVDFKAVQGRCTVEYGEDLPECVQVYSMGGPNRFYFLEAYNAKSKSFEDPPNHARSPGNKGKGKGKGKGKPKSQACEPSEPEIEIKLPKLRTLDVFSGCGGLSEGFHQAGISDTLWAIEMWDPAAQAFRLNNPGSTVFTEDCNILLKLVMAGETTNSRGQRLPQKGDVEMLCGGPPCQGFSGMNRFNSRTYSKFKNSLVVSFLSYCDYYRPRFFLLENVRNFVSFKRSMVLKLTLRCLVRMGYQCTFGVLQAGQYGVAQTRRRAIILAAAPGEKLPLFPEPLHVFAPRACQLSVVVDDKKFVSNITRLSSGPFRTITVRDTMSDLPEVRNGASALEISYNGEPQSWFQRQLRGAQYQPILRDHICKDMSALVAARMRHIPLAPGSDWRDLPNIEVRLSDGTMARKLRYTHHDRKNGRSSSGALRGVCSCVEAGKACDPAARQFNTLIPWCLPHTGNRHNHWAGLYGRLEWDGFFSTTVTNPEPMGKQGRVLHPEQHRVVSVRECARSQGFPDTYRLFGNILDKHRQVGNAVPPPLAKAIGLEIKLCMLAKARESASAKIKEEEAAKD
Neddylation inh – inhibitors of cullin neddylation, primary screen, biochemical, TR-FRET, uHTS, NAE and Ubc12 | calls only at 25 µM | NEDD8-conjugating enzyme Ubc12 (Homo sapiens) + NEDD8-activating enzyme E1 regulatory … | 360,000 tested, 0.58% active; in the data active = inhibition above about 36%
CSN deneddyl inh – inhibitors of CSN-mediated cullin deneddylation, primary screen, biochemical, fluorescence polarization, uHTS; COP9 signalosome complex subunit 5 (Homo sapiens), Q92905; Purified CSN, SCF-Nedd8-OG deneddylation; inhibition, % at 12.5 µM; 360,000 tested, 0.38% active; AID 651999, 2013;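 active = pattern-corrected inhibition above about 35%, with an unprinted fluorescence ratio check between 0.5 and 1.5, limit read from the data, passing the limit was not always enough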;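 note: 0% = enzyme with substrate and 100% = substrate without enzyme; some results filed as inactive read as strong as hits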
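Assay system: purified human Csn5 enzyme expressed in HEK293T cells; Input: 0.24 nM Csn5 enzyme, final concentration; Reagent: 10 nM SCFSkp2-Nedd8OG; Compound dosing: 12.5 µM single point; Times: reaction 90 min, room temperature; Technique: fluorescence polarization readout.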
STEP block – STEP phosphatase inhibitors, primary screen, biochemical, fluorescence intensity, uHTS. recombinant STEP, OMFP fluorogenic substrate. inhibition, % at 20 µM. 360,000 tested, 0.25% active. AID 588621, 2011;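 active = inhibition at 20 µM, scaled per plate between control wells, above about 37%, limit read from the data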;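 note: 0% = DMSO with enzyme and substrate and 100% = substrate only without enzyme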
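Test system: STEP tyrosine phosphatase / Reagent: OMFP at 25 µM / Doses: 20 µM, 1% DMSO / Read-out: percent inhibition scaled to no-enzyme and uninhibited-enzyme controls, plate-pattern corrected / Detection: FITC-channel fluorescence of OMFP product / Medium: Bis-Tris buffer pH 6.0, 2.5 mM DTT, 0.005% Tween 20 / Schedule: 20 min at room temperature, dark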
Rin1 Abl inh – inhibitors of Rin1-Abl protein binding, primary screen, biochemical, TR-FRET. Tyrosine-protein kinase ABL1 (Homo sapiens) + Ras and Rab interactor 1 (Homo sapiens), …. 360,000 tested, 0.4% active. inhibition, % at 7.35 µM; in the data active = inhibition above about 5%, passing the limit was not always enough
LMPTP inh – LMPTP phosphatase inhibitors, primary screen, biochemical, fluorescence intensity, uHTS; Low molecular weight phosphotyrosine protein phosphatase (Homo sapiens), P24666; recombinant LMPTP-A, OMFP fluorogenic substrate; inhibition, % at 20 µM; 360,000 tested, 0.22% active;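 active = compounds that cut the enzyme signal by at least half of the control window in the single-dose screen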;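 note: plate controls were DMSO wells with enzyme plus substrate for no effect and substrate without enzyme for full effect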
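Test system: LMPTP-A phosphatase enzyme. Amount: LMPTP-A at 0.625 nM final in the reaction. Reagent: OMFP substrate, 400 µM final. Times: 50 min at room temperature. Signal: endpoint fluorescence intensity from OMFP dephosphorylation. Read-out basis: % inhibition. Benchmarks: no-enzyme and uninhibited controls.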
Rpn11 inh – Rpn11 (PSMD14) deubiquitinase inhibitors, primary screen, biochemical, fluorescence polarization, uHTS; 26S proteasome non-ATPase regulatory subunit 14 (Homo sapiens), O00487; calls only at 20 µM; AID 588493, 2011; 360,000 tested, 0.59% active; human 26S proteasome, Ub4-pepOG fluorescence polarization; 20S core pre-blocked with epoxomicin;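 active = inhibition at 20 µM, scaled to each plate's controls, above about 33%, limit read from the data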
SUMO1-SIM PPI – modulators of SUMO1 protein-protein interactions, primary screen, biochemical, uHTS; Small ubiquitin-related modifier 1 (Homo sapiens), P63165; SUMO1 binding to a labelled peptide, TR-FRET, 1 h; inhibition, % at 20 µM; 360,000 tested, 0.33% active; AID 602429, 2012; in the data active = inhibition above about 37%
NadD inh – inhibitors of S. aureus NadD, primary screen, biochemical, colorimetric, uHTS; purified NadD enzyme, colorimetric absorbance read-out; 360,000 tested, 0.78% active; Nicotinate-nucleotide adenylyltransferase NadD (Staphylococcus aureus N315); inhibition, % at 20 µM; in the data active = inhibition above about 26%; note: some compounds past the cut are filed as inactive
Scp-1 inhibitor – Scp-1 phosphatase inhibitors, primary screen, biochemical, colorimetric, uHTS; Carboxy-terminal domain RNA polymerase II polypeptide A small phosphatase 1 (Homo …; Recombinant Scp1, phosphopeptide, malachite green phosphate absorbance; inhibition, % at 20 µM; 340,000 tested, 0.88% active; AID 493091, 2011;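 active = inhibition above about 50% at 20 µM, limit read from the data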;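 note: plate controls were DMSO wells with enzyme for no effect and wells lacking enzyme for full effect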
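Assay system: SCP-1 catalytic fragment, aa 76-261 | Buffer or medium: Tris acetate buffer pH 5.5 with MgCl2 and Tween-20 | Compound: One concentration, 20 µM, with 1.0% DMSO | Also added: Phospho 17-mer peptide substrate | Signal: Absorbance at 630 nm | Incubation: 45 min enzyme reaction at room temperature | Measure: % inhibition of SCP-1 phosphate liberation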
* hit, by the source's call; i = inactive; x = no result given. This is a random part of the collection. About 3.8% of those tested had a hit in this group.

Each structure is followed by: DNMT1 inh | Neddylation inh | CSN deneddyl inh | STEP block | Rin1 Abl inh | LMPTP inh | Rpn11 inh | SUMO1-SIM PPI | NadD inh | Scp-1 inhibitor
> CCn1ncc([C@@H]2C[C@H]3CN(Cc4cccc(Cl)c4)C(=O)[C@]34CCCN24)c1C
  2 | i | -2 | 0 | 1 | 1.1 | i | -2 | -4 | -1
> COc1ccc(-c2cc(C(=O)NC3CCCC3)c3ccccc3n2)cc1
  -2 | x | 1 | -2 | 1 | -3.1 | i | -1 | -3 | -1
> COc1ccc(OCc2nnnn2-c2ccccc2)cc1
  1 | i | 3 | -3 | -1 | -0.6 | i | -1 | -2 | -5
> CC(C(=O)O)n1ncc2ccccc2c1=O (stereo not drawn)
  -2 | i | -1 | 1 | -1 | -1.6 | i | -3 | -5 | -7
> O=C1CCCC2=C1C(c1ccccc1O)C1=C(CCCC1=O)O2
  -4 | i | -1 | 5 | -4 | -1.1 | i | 1 | 0 | -9
> Cc1ccc(S(=O)(=O)N2CCN(Cc3nc4sc(C)c(C)c4c(=O)[nH]3)CC2)cc1
  -6 | i | 1 | 2 | 1 | -0.2 | i | 2 | 1 | 3
> COC(=O)C1=C(C)N(C2CCCC2)C(=O)C1(NC(C)=O)C(F)(F)F (stereo not drawn)
  1 | i | -3 | 0 | -1 | -1.9 | i | 0 | 6 | -9
> C/C(=N/NC(=O)CNC(=O)Cc1ccc(Cl)cc1)c1ccco1
  3 | i | -5 | -3 | 1 | -1.4 | i | -7 | 1 | 7
> O=C(Nc1ccc(F)cc1)C(c1ccccc1)N1CCN(S(=O)(=O)c2c(F)cccc2F)CC1 (stereo not drawn)
  -2 | i | -18 | 0 | -2 | 0.8 | i | 2 | 4 | 0
> COc1ccc(-c2ccccc2[C@H]2[C@@H]3C=CC[C@@H](C)[C@@H]3C(=O)N2Cc2ccccc2)cc1
  8 | i | 1 | 2 | -3 | 5.8 | i | 5 | 0 | -7
> COc1ccc(CC(=O)NC(=S)Nc2cccc(C)c2)cc1
  -3 | i | -2 | 1 | 1 | 2.5 | i | 4 | -4 | -7
> O=C(CSc1nnc2c(n1)[nH]c1ccccc12)OCc1ccccc1
  13 | i | -7 | 2 | 1 | -0.9 | i | -4 | 2 | -8
> CC(C)CC(=O)Nc1ccnc(-c2ccncc2)n1
  -1 | i | 5 | 1 | 1 | -1.5 | i | 2 | 2 | -9
> COc1ccc(Nc2nnc(Cc3ccc(Cl)cc3)c(=O)[nH]2)c(OC)c1
  -2 | i | 2 | -3 | 3 | -1.3 | i | 0 | 6 | -5
> CC(C)CCN(C(=O)CCCSc1nc2ccccc2[nH]1)c1c(N)n(Cc2ccccc2)c(=O)[nH]c1=O
  -8 | i | -10 | -1 | 1 | -0.7 | i | -3 | -1 | -1

Other entries follow:
Each structure is followed by: DNMT1 inh | Neddylation inh | CSN deneddyl inh | STEP block | Rin1 Abl inh | LMPTP inh | Rpn11 inh | SUMO1-SIM PPI | NadD inh | Scp-1 inhibitor
> CCOC(=O)c1ccccc1NC(=O)C1COc2ccccc2O1 (stereo not drawn)
  -5 | i | 0 | 6 | 1 | 2.1 | i | -2 | -6 | -14
> CCOC(=O)C(=CNc1ccccc1C)C(=O)OCC
  -3 | i | -6 | 1 | 0 | -0.2 | i | 4 | -6 | -8
> CCCCNC(=S)NNC(=O)c1ccc(Br)o1
  -3 | i | -15 | -4 | 3 | -2.9 | i | 2 | 0 | -10
> O=C(NCc1ccccc1)NC1(C(=O)N2CCN(c3ccccc3)CC2)CCCCC1
  -8 | i | -4 | -1 | -2 | 1.1 | i | 1 | 8 | -7
> COc1ccc(CCNC(=O)CN2C(=O)COc3ccc(S(=O)(=O)N4CCCC4)cc32)cc1OC
  0 | i | -1 | -4 | 2 | -0.5 | i | 1 | 8 | 3
> COc1ccc(N2CCN(C(C)=C3C(=O)c4ccccc4C3=O)CC2)cc1
  -8 | i | 6 | 3 | -8 | -0.8 | i | -4 | 0 | -4
> COc1ccccc1-c1cc(C(=O)N2CCN(c3ccccc3)CC2)no1
  -2 | i | 2 | 0 | -2 | 3.2 | i | 2 | 3 | -1
> Oc1ccc(-c2csc(Nc3ncccn3)n2)cc1O
  -4 | i | -11 | -2 | 5 | 5.0 | i | 6 | 1 | 3
> COc1ccc(NC(=O)Cc2ccc(Cl)cc2)cc1NC(=O)c1ccco1
  -12 | i | -6 | -8 | -3 | 1.3 | i | 5 | -6 | -9
> COc1ccc(OCC(=O)O/N=C(\N)Cc2cccs2)cc1
  1 | i | -3 | 3 | -1 | 0.9 | i | -1 | -8 | -7
> Fc1ccc(-c2cnc(-c3cccs3)o2)cc1
  -3 | x | 3 | 1 | -1 | 1.5 | i | -8 | -1 | -13
> Cc1cccc(N=C/C(C(=O)C(F)(F)F)=C(\O)c2ccco2)c1
  -1 | i | -8 | -2 | -3 | -0.9 | i | -12 | -5 | 1
> O=C(Cn1c2ccc(F)cc2c2nc3n(c(=O)c21)CCS3)NCC1CCCO1 (stereo not drawn)
  4 | i | 0 | 1 | -2 | 0.9 | i | -10 | -1 | -5
> Cc1nc(-c2ccccc2)sc1C(=O)CSc1ccc(F)cc1
  -5 | i | -3 | 2 | -1 | 3.7 | i | -13 | 6 | -13
> COCCNc1c2c(nc3ccccc13)CCC2
  1 | i | -1 | -1 | 2 | 21 | i | 2 | -6 | -3

No new results follow: entries from further up.
Each structure is followed by: DNMT1 inh | Neddylation inh | CSN deneddyl inh | STEP block | Rin1 Abl inh | LMPTP inh | Rpn11 inh | SUMO1-SIM PPI | NadD inh | Scp-1 inhibitor
> O=C(NCc1ccccc1)NC1(C(=O)N2CCN(c3ccccc3)CC2)CCCCC1
  -8 | i | -4 | -1 | -2 | 1.1 | i | 1 | 8 | -7
> COc1ccc(CCNC(=O)CN2C(=O)COc3ccc(S(=O)(=O)N4CCCC4)cc32)cc1OC
  0 | i | -1 | -4 | 2 | -0.5 | i | 1 | 8 | 3
> COc1ccc(N2CCN(C(C)=C3C(=O)c4ccccc4C3=O)CC2)cc1
  -8 | i | 6 | 3 | -8 | -0.8 | i | -4 | 0 | -4
> COc1ccccc1-c1cc(C(=O)N2CCN(c3ccccc3)CC2)no1
  -2 | i | 2 | 0 | -2 | 3.2 | i | 2 | 3 | -1
> Oc1ccc(-c2csc(Nc3ncccn3)n2)cc1O
  -4 | i | -11 | -2 | 5 | 5.0 | i | 6 | 1 | 3
> COc1ccc(NC(=O)Cc2ccc(Cl)cc2)cc1NC(=O)c1ccco1
  -12 | i | -6 | -8 | -3 | 1.3 | i | 5 | -6 | -9
> COc1ccc(OCC(=O)O/N=C(\N)Cc2cccs2)cc1
  1 | i | -3 | 3 | -1 | 0.9 | i | -1 | -8 | -7
> Fc1ccc(-c2cnc(-c3cccs3)o2)cc1
  -3 | x | 3 | 1 | -1 | 1.5 | i | -8 | -1 | -13
> Cc1cccc(N=C/C(C(=O)C(F)(F)F)=C(\O)c2ccco2)c1
  -1 | i | -8 | -2 | -3 | -0.9 | i | -12 | -5 | 1

New compounds follow:
Each structure is followed by: DNMT1 inh | Neddylation inh | CSN deneddyl inh | STEP block | Rin1 Abl inh | LMPTP inh | Rpn11 inh | SUMO1-SIM PPI | NadD inh | Scp-1 inhibitor
> CSCC[C@@H](CO)NC(=O)c1ccc2nc(C3CCCCC3)oc2c1
  -6 | i | 7 | 0 | 0 | 1.1 | i | 10 | -4 | -8
> O=C1NC(=O)/C(=C\c2ccccc2OCc2ccccc2)S1
  5 | i | 3 | 0 | -1 | 0.1 | i | -10 | 5 | -9
> CCn1c(=O)c2sccc2n2c(CCCC(=O)NCc3cccnc3)nnc12
  2 | i | -1 | 0 | 2 | -2.1 | i | 1 | 2 | 0
> O=C(CN1CCN(C(=O)N2CCOCC2)CC1)Nc1cc(Cl)ccc1Cl
  0 | i | 1 | 0 | 1 | 0.0 | i | -1 | -10 | -5
> Cc1c(-n2cc(C(=O)O)c(=O)c3cc(F)c(N4CCCC4)c(F)c32)c(=O)n(-c2ccccc2)n1C
  0 | x | 4 | 4 | 0 | -0.2 | i | -4 | 3 | -10
> Cc1cc(NC(=O)c2cc3ccccc3o2)no1
  38 | i | 11 | 3 | 1 | 5.2 | i | -4 | 10 | 12
> CC(Oc1ccccc1)c1nnc(N)s1 (stereo not drawn)
  6 | i | 0 | -2 | -2 | 0.6 | i | 3 | 1 | 3
> CCCNC(=O)NS(=O)(=O)c1cnccc1Sc1ccc(Cl)cc1
  4 | i | 6 | 0 | -2 | -0.7 | i | 4 | 6 | -10
> Cc1cc(C(=O)COC(=O)CCCN2C(=O)c3ccccc3C2=O)c(C)n1C
  -6 | i | 0 | 0 | -2 | -0.8 | i | -3 | 5 | -8
> Cc1ccc(-n2c(SCC(N)=O)nc3c(c2=O)C2(CCCC2)Cc2ccccc2-3)cc1
  5 | i | 0 | 0 | -31 | 5.7 | i | 0 | 9 | -13
> C/C(CC(=O)Nc1cccnc1)=N\NC(=O)C(=O)NC(C)C
  -2 | i | 2 | -2 | 4 | -0.8 | i | 4 | -6 | -11
> N#CCc1nc(-c2cc3ccccc3oc2=O)cs1
  -12 | x | 9 | -2 | -2 | 1.5 | i | -20 | 1 | -3
> Cc1ccc(CNC(=O)CCNC(=O)Cn2ccc3ccccc3c2=O)cc1
  2 | i | -3 | 1 | 2 | -0.8 | i | -4 | -5 | -12
> COCC(=O)N1CCC(Oc2ccc(C(=O)N3CCSCC3)cc2)CC1
  1 | i | 3 | -1 | -1 | -0.5 | i | 5 | -3 | -7
> c1cncc(-c2nnc(SCc3nc4ccccc4[nH]3)o2)c1
  -1 | i | 3 | 1 | 3 | 0.3 | i | 1 | 1 | -5
> CC(C)(C)c1ccc(S(=O)(=O)NCC2CCCO2)cc1 (stereo not drawn)
  -1 | i | 1 | -1 | -1 | -0.5 | i | 1 | 5 | 4
> Cc1ccc(OCCCNC2CCCC2)cc1
  -2 | i | 3 | 0 | 1 | -1.2 | i | 5 | -1 | -5
> CC1CCN(CCNC(=O)c2ccc3c(=O)n(Cc4ccc(Cl)cc4)c(=S)[nH]c3c2)CC1
  -10 | i | 3 | 7 | 1 | 3.9 | i | -99 | 11 | -5

Assay outcomes as filed in PubChem BioAssay.
